# MCF10A rereplic = DNA re-replication induction in MCF 10a cells. MCF 10A DNA re-replication, Hoechst nuclear intensity, 48 h. Potency, µM (top dose mostly 46.1 µM), inactives show at the highest dose activity, positive = re-replication, usual class: activators. 2.9% of 350,000 active. AID 624296; further: potency means the concentration at half of the fitted maximal effect; % of control where 0% means no effect; nearly all actives have a fitted effect of over 50% in size
# HepG2 viability = HepG2 cytotoxicity, counter-screen for TGF-b inhibitors; AID 588856; HepG2 CAGA-GFP viability, ATP luminescence, 18 h; Potency, µM (top dose mostly 46.1 µM), inactives show at the highest dose activity change, negative = cytotoxicity, hits mostly cytotoxic; 0.76% of 410,000 active; further: potency means the concentration at half of the fitted maximal effect; some results filed as inactive show a strong effect at the top dose
#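 CellTiter-Glo luminescence gave cytotoxicity after 18 hours at 37 degrees C. The cells were HepG2 CAGA-GFP in 1% FBS DMEM, stimulated with 500 pg/mL TGF-beta after compound addition. %Activity was normalised to no-cell wells (complete cell-killing) and DMSO (no toxicity), and curves were fitted and classified.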
# A549 tox = kills or reduces viability of A549 cells in Nrf2 counter-screen. 0.16% of 390,000 active. Potency, µM (titrated, usually from 46 µM), without a hit: at the top dose activity change, negative = cytotoxicity, hits mostly inhibitors. AID 504648. A549 ARE-Fluc cells, CellTiter-Fluor viability, 18-24 h; further: potency means the concentration at half of the fitted maximal effect; on the % scale 0 is the no-effect control and ±100 the full control effect
#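 A549 ARE-Fluc cells in 5% FBS OPTI-MEM, 5000 cells/well, rested 2 h then exposed to compounds in concentration-response for 18-24 h at 37 °C. Viability by CellTiter-Fluor fluorescence (Ex 405/Em 525) after 30 min; luciferase luminescence (BugLite, 15 min, RT) read afterwards.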
# ATXN viability = viability counter-screen for ATXN expression inhibitors. S2 cells (HEK-293 line with an ATXN2-luciferase reporter) viability, CellTiter-Fluor protease fluorescence, 24 h. AID 651635. Potency, µM (highest dose often 56.7 µM), hits mostly cytotoxic. 0.49% of 400,000 active; further: potency means the concentration at half of the fitted maximal effect; nearly all actives have a fitted effect of over 40% in size
# Nrf2 inh = Nrf2 pathway inhibition; Potency, µM (top dose mostly 46 µM), without a hit: at the top dose activity change, negative = inhibition, most hits filed as inhibitors; 2.1% of 360,000 active; AID 504444; A549 ARE-Fluc reporter, luciferase luminescence, 18-24 h; further: potency means the concentration at half of the fitted maximal effect; on the % scale 0 is the no-effect control and ±100 the full control effect; nearly all actives have a fitted effect of over 60% in size
#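 Nrf2 function is reported as luminescence of an ARE-controlled luciferase in A549 cells. Compounds were tested at several concentrations, and a CellTiter-Fluor read on the same wells flagged cytotoxicity.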
# Nrf2 activator = Nrf2 pathway activation | AREc32 ARE-luciferase reporter (MCF7-derived line), luminescence, 24 h | Potency, µM (series often up to 46.1 µM), without a hit: top-dose activation, most hits filed as activators | 0.31% of 410,000 active; further: potency means the concentration at half of the fitted maximal effect; % of control where 0% means no effect; nearly all actives have a fitted effect of over 65% in size
#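 Steps: seed AREc32_Fluc cells (1000/well, 5% FBS OPTI-MEM); incubate overnight at 37 deg C; add 23 nL compound; incubate 24 hr; add Steady-Glo; hold 30 min RT; read luminescence.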
# ATXN2 expr inh = ATXN2 expression inhibition. HEK-293 ATXN2-luciferase reporter, luminescence, 24 h. Potency, µM (titrated, usually from 57 µM), for the others: top-dose activity change, negative = inhibition, hits mostly inhibitors. 0.72% of 360,000 active; further: potency means the concentration at half of the fitted maximal effect; on the % scale 0 is the no-effect control and ±100 the full control effect; nearly all actives have a fitted effect of over 55% in size
#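 qHTS (up to 57 uM final) was run with 24 h compound exposure of reporter cells at 37 °C. Each well was multiplexed: SteadyGlo luminescence measured ATXN2-luciferase expression after a fluorogenic Gly-Phe-AFC viability readout (25 uM final).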
# IL1B secr inh = blocks inflammasome-driven IL-1 beta release | 4.7% of 360,000 active | AID 743279 | activity change, % at 57.5 µM | THP-1 LPS/ATP IL-1B secretion, AlphaLISA, 16 h; hits give low values; in the data active means activity change below about -50%; inconclusive means mostly about -30% to -49%; further: on the % scale 0 is the no-effect control and ±100 the full control effect
#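 Secreted IL-1B measured by AlphaLISA bead assay after 16 h compound exposure of THP-1 cells; compounds (final up to 57.5 uM) added 1 h before LPS (250 ng/mL) and ATP (1.25 mM) stimulation; lower signal means less secretion.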
# TGFb SMAD3 inh = TGF-b pathway inhibition; 1.2% of 410,000 active; HepG2 CAGA-GFP TGF-b/SMAD3 reporter, GFP fluorescence, 18 h; TGF-beta stimulated, 500 pg/mL final; Potency, µM (top dose mostly 46.1 µM), inactives show at the highest dose activity, negative = inhibition, actives largely listed as inhibitors; further: potency means the concentration at half of the fitted maximal effect; on the % scale 0 is the no-effect control and ±100 the full control effect; nearly all actives have a fitted effect of over 65% in size
#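 Inhibition was scored as loss of TGF-beta-induced (500 pg/mL final, 18 hours, 37 degrees C) GFP in HEPG2 cells carrying a CAGA-GFP reporter, in DMEM with 1% FBS. Well GFP was summed per cell; Activity was normalised to unstimulated and stimulated DMSO wells, then concentration-response fitting.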
# The depositor's hits bear a star; i = inactive; ? = inconclusive; / = not tested or not shown; [ ] = dose if it differs, or a comment. Unless noted, the call rests on the fitted dose curve; in most records, active means well fitted curve in the direction sought with a large enough effect; inconclusive means small, poorly fitted or top-dose-only effect, or another doubt; inactive means no such curve, though single readings can be large; an effect the other way counts as inactive or inconclusive.
SMILES,MCF10A rereplic,HepG2 viability,A549 tox,ATXN viability,Nrf2 inh,Nrf2 activator,ATXN2 expr inh,IL1B secr inh,TGFb SMAD3 inh
Cc1ccc(CNC(=O)C2CCCN(S(C)(=O)=O)C2)cc1 (stereo not given),6.1%,0.1%,0.5%,i,1.7%,-0.6%,-2.6%,4.7,3.7%
CCOc1ccccc1NC(=O)C(OC(=O)c1cc(C)oc1C)c1ccccc1 (stereo not given),?,9.3%,-0.3%,i,-12.5%,4.0%,-4.7%,0.0,-31.1%
Cc1ccccc1NC(=O)Cc1nnc(SCC(=O)N2CCOCC2)n1C,-2.1%,17.5%,-3.9%,i,2.0%,0.0%,0.0%,8.9,9.6%
O=c1cc(-c2ccc(O)c(O)c2)oc2cc(O)c(C3OC(CO)C(O)C(O)C3O)c(O)c12 (stereo not given),-5.8%,10.5%,-1.2%,i,-1.3%,-1.1%,-1.8%,7.2,15.8%
CCCCN(C(=O)CSc1nnc(-c2ccccc2OC)n1C)c1c(N)n(Cc2ccccc2)c(=O)[nH]c1=O,13.7%,38.9%,-2.4%,i,-20.2%,0.1%,/,-4.1,14.6%
COc1ccc(-c2sc(NC(=O)c3ccc(C)cc3)nc2-c2ccc([N+](=O)[O-])cc2)cc1,?,-31.6%,-3.3%,i,4.1%,-1.0%,-6.3%,-8.6,-0.2%
CN1C(=O)c2ccccc2NC(=O)[C@]12O[C@@H]2c1cccc(O)c1,7.2%,-8.8%,1.9%,i,-12.5%,0.2%,0.6%,-4.7,-6.1%
C[C@@H]1Cn2cnc(C(=O)N[C@@H](C)C(=O)OC(C)(C)C)c2C(=O)N1,/,-19.0%,/,i,/,0.4%,4.2%,18.2,-12.9%
COc1cc(/C=N/n2cnnc2)ccc1OCCSc1ccc(C)cc1,?,-2.0%,6.8%,i,?,1.4%,26.2%,-4.4,1.2%
Cc1ccccc1C(=O)N1CCC(C(=O)N(C)CCOc2ccccc2)CC1,-0.5%,0.8%,-0.8%,?,0.3%,-0.1%,-7.7%,-4.6,6.3%
CCOc1ccc(C(CC(=O)O)NC(=O)COc2ccccc2)cc1OC (stereo not given),-40.3%[inhibitor],6.6%,8.1%,i,-0.7%,0.2%,8.4%,-2.6,11.4%
CC(C)(C)C(=O)Nc1scc(-c2ccc(-c3ccccc3)cc2)c1C(=O)O,4.9%,-34.5%,-2.9%,?,?,-0.1%,/,-1.4,?
CCOc1ccc(NC(=O)CN2CCN(CC(=O)c3ccc(OC)c(OC)c3)CC2)cc1,-28.8%,-7.3%,-0.9%,i,14.7%,3.0%,-1.7%,-6.7,7.5%
CCCCCCNC(=O)CCc1nc2cccnc2n1Cc1ccc(OC)cc1,?,0.1%,5.9%,i,-16.8%,3.4%,/,-10.4,-6.1%
Cc1occc1-c1nnc(SCC(N)=O)n1Cc1ccccc1,4.2%,-11.2%,-4.7%,i,/,-0.2%,1.4%,-19.2,-15.1%

# Among those listed so far, these contain a COOH group.
SMILES,MCF10A rereplic,HepG2 viability,A549 tox,ATXN viability,Nrf2 inh,Nrf2 activator,ATXN2 expr inh,IL1B secr inh,TGFb SMAD3 inh
CCOc1ccc(C(CC(=O)O)NC(=O)COc2ccccc2)cc1OC (stereo not given),-40.3%[inhibitor],6.6%,8.1%,i,-0.7%,0.2%,8.4%,-2.6,11.4%
CC(C)(C)C(=O)Nc1scc(-c2ccc(-c3ccccc3)cc2)c1C(=O)O,4.9%,-34.5%,-2.9%,?,?,-0.1%,/,-1.4,?

# Other records:
SMILES,MCF10A rereplic,HepG2 viability,A549 tox,ATXN viability,Nrf2 inh,Nrf2 activator,ATXN2 expr inh,IL1B secr inh,TGFb SMAD3 inh
CC(O)(c1ccccc1)c1nc(-c2ccc(F)c(Cl)c2)cs1 (stereo not given),/,-50.3%,/,i,/,-0.6%,-18.1%,6.8,?
Cc1ccc2nc(C)c(C(=O)N/N=C/c3ccccc3[N+](=O)[O-])cc2c1,-0.1%,-4.8%,1.5%,i,0.4%,5.9%,2.6%,48.1,4.1%
O=C(/C=C/c1ccccc1Cl)NCCc1ccccc1,13.9%,-6.8%,-5.7%,i,?,0.2%,32.5%[activator],-8.7,30.4%[activator]
CCCC(=O)Nc1cc(=O)[nH]c2ncnn12,-1.4%,2.5%,-4.4%,i,11.3%,-0.8%,-3.1%,12.5,-1.4%
CCOC(=O)C1CCN(C(=O)c2ccccc2NS(=O)(=O)c2ccc(F)c(F)c2)CC1,0.8%,-7.4%,-14.1%,i,?,0.0%,-9.0%,12.2,-10.3%
O=S1(=O)C2CC3OC2(CC3c2ccc(F)cc2)CN1Cc1ccc(Cl)cc1 (stereo not given),/,1.9%,-5.0%,/,?,/,/,/,-11.5%
CC(=O)OC1CC2(C)/C(=N\O)CCC2C2CCc3cc(O)ccc3C12 (stereo not given),0.2%,-24.0%,-4.1%,i,?,-0.5%,21.4%,60.8,2.0%
CCN1CCC(N(Cc2ccc(F)cc2)C(=O)Nc2cccc(C(F)(F)F)c2)CC1,/,-95.7%,-9.8%,i,0.0%,20.9%,28.2µM*,/,?
Cc1noc(C)c1CSCC(=O)OCC(=O)Nc1ccc(OC(F)(F)F)cc1,/,-1.9%,/,i,/,-0.1%,/,16.5,7.5%
CCN(CC)CCCNC(=O)c1cc(Sc2nnc(C)s2)nc2ccccc12,?,1.2%,-2.5%,i,4.1%,4.0%,0.0%,-75.4*,0.3%
CCOC(=O)C1(C)CCN1C(=O)c1cccs1 (stereo not given),/,-2.6%,/,i,/,0.6%,-0.4%,26.3,2.5%
C=CCCC(=O)N1C[C@H]2CON(C)[C@H]2C[C@H]1c1cccc(Br)c1,-23.3%,8.2%,-5.1%,i,2.6%,0.3%,12.9%,18.8,17.6%
COC(=O)c1cccc(NC(=S)N2CCCCC2)c1,0.4%,17.3%,-5.6%,i,-14.9%,0.0%,26.6%[11.3 µM],18.6,4.0%
Cc1ccc(NC(=S)NCc2cccs2)cc1,11.5%,6.8%,-3.3%,i,/,0.3%,39.1%[activator],-12.0,-22.9%
CCO[C@@H]1c2c(ccc3ccc(=O)oc23)OC(C)(C)[C@@H]1O,-9.9%,-20.5%,1.2%,i,6.3%,0.4%,9.9%,-2.4,13.9%
COc1ccc(NC(=O)CSCC(=O)N=c2sccn2C)cc1,3.0%,12.2%,-1.8%,i,10.5%,0.3%,1.1%,-0.6,2.2%
CCN(CC)CCCN(C(=O)c1cccs1)c1nc(-c2ccc(OC)cc2)cs1,?,-44.3%,?,?,?,4.2%,-30.5%,?,-19.5%
COc1ccc2oc(=O)c(C(=O)OCc3ccccc3)cc2c1,-8.8%,5.8%,0.4%,i,2.2%,0.0%,6.0%,-7.8,-1.5%
COCC(=O)N1CCC(Oc2ccc(C(=O)N[C@H](C(=O)OC)C(C)C)cc2)CC1,0.7%,-0.1%,-1.3%,i,2.6%,0.4%,15.6%,13.7,8.2%
Nc1nnc(SCCN2C(=O)c3ccccc3C2=O)s1,16.3%,-6.9%,4.6%,i,13.6%,-0.6%,-8.6%,5.3,1.2%
CC(=NOC(=O)c1ccc(I)cc1)c1nccs1,/,-6.7%,/,i,/,0.4%,-18.0%,0.0,-2.2%
Cc1cc(N2CCN(C)CC2)nc2ccc(NC(=O)CCC(=O)NCCc3ccc(Cl)cc3)cc12,9.9%,-17.8%,4.3%,i,-5.2%,0.0%,-26.8%,38.0,-13.5%
CCn1c(SCC(=O)N/N=C/c2ccc(OC)c(OC)c2)nc2ccccc21,18.4%,4.9%,3.2%,i,-9.4%,2.7%,5.5%,6.5,41.7%[activator]
O=C(NCCCCCCNC(=O)c1cccs1)c1cccs1,-3.7%,-16.4%,-0.1%,i,11.2%,3.0%,-9.3%,99.2,-9.4%
Cc1cc(C(=O)N/N=C/c2ccncc2)c2ccccc2n1,-2.3%,-12.8%,1.7%,i,-10.4%,-0.2%,0.7%,43.4,3.2%
CC(C)c1ccccc1NC(=O)Nc1nnc([C@H]2C[C@H](O)[C@@H](CO)O2)s1,/,0.8%,/,i,/,-0.1%[9.22 µM],3.1%,17.4,11.7%
O=C(Nc1nnc(Cc2ccccc2)s1)C1CCN(C(=O)c2cccs2)CC1,/,-15.1%,0.4%,/,?,/,/,/,-23.4%
O=C(CC(c1ccco1)S(=O)(=O)c1ccccc1)c1ccccc1 (stereo not given),-3.5%,-29.5%,2.6%,i,29.5%,?,15.3%,-18.2,-3.0%
CCOC(=O)c1c(-c2ccc(C)cc2)csc1NC(=O)c1cc(=O)c2cc(C)c(C)cc2o1,/,3.6%,-2.3%,i,23.6%,0.2%,-10.5%,/,13.8%
CCOC(=O)Cn1nc(C)cc1NC(=O)c1cc(OC)c(OC)c(OC)c1,23.1µM*,-16.9%,4.7%,?,13.7%,4.7%,/,-78.4*,9.0%
OC1O[C@H](c2ccc3c(c2)OCO3)[C@H]2CO[C@H](c3ccc4c(c3)OCO4)[C@@H]12 (stereo not given in full),3.6%,-12.5%,13.6%,i,-5.4%,-0.8%,0.5%,5.1,-29.8%
COc1ccc(-c2nnc(NC(=O)C3CCCN3S(=O)(=O)c3cccs3)o2)cc1 (stereo not given),4.0%,-26.4%,-10.4%,i,21.8%,-0.6%,22.1%,5.2,0.0%
C=C(C)c1cccc(C(C)(C)NC(=O)NCc2cccnc2)c1,2.8%,-2.9%,1.3%,i,6.3%,-0.8%,-7.6%,17.5,?
Cc1ccc(C2c3sc(=O)[nH]c3SC3C4CC(C5C(=O)N(C(C)C(=O)O)C(=O)C45)C23)cc1 (stereo not given),1.7%,-3.3%,13.7%,i,?,5.5%[9.22 µM],6.6%,-4.4,?

# Source: PubChem BioAssay
